# High-throughput results: PubChem BioAssay, several laboratories
# NR2F2 inh: inhibitors of human COUP-TFII (NR2F2); HEK293T NGFI-A luciferase reporter, luminescence; P24468; inhibition, % at 8.6 µM; AID 686940; actives 0.7% (n = 370,000);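 active = inhibition above a per-plate cutoff, mean inhibition of test wells between control levels plus 3 SD, cut at about 38% in these data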;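 note: cells cotransfected with COUP-TFII expression vector driving the NGFI-A reporter; 0% = median of COUP-TF2 test wells and 100% = reporter-only cells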
# Target sequence (P24468 whole entry, looked up): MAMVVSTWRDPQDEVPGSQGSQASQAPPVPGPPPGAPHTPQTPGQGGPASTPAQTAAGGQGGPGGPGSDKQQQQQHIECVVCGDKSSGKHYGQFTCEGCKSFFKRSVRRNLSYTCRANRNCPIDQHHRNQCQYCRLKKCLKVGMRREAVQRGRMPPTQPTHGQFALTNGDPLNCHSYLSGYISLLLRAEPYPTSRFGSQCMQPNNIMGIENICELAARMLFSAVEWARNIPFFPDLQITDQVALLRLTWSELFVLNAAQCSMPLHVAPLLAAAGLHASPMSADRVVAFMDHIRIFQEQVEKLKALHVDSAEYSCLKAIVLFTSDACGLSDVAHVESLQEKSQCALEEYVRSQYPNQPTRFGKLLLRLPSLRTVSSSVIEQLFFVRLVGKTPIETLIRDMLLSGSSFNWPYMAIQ
# TLR9-MyD88 block: blocks human TLR9 binding to MyD88. CHO BLA complementation TLR9-MyD88, CCF4 FRET ratio. inhibition, % at 4.98 µM. actives 0.21% (n = 340,000). AID 504734;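 active = inhibition above the mean over all tested compounds plus 3 SD, cut at about 21% in these data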;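 note: 0% = DMSO only wells and 100% = clavulanate BLA inhibitor control wells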
# TROY signal inh: blocks TROY-dependent signaling in reporter cells; actives 0.98% (n = 360,000); Q293 LMP1-TROYcd NF-kB luciferase reporter, 4 h; inhibition, % at 10 µM;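 active = compounds whose plate-normalised and pattern-corrected inhibition of the luciferase reporter signal at the single screening dose is 50% or more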
# NCOA1 inh: inhibitors of human steroid receptor coactivator 1 (SRC1) | Q15788 | HEK293 GAL4-SRC1 luciferase reporter, luminescence | inhibition, % at 3.6 µM | actives 0.12% (n = 360,000) | AID 588354;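 active = inhibition above the campaign mean plus 3 SD, with each screening campaign given its own cutoff, cut at about 60% in these data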;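 note: 0% = DMSO treated cells and 100% = gossypol at 36 µM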
# SRC3 inh: inhibitors of human steroid receptor coactivator 3 (SRC3) | inhibition, % at 3.6 µM | Q9Y6Q9 | HEK293 GAL4-SRC3 luciferase reporter, luminescence | actives 0.17% (n = 360,000);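 active = inhibition above a per-campaign cutoff, the mean of all compounds plus 3 SD, cut at about 60% in these data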;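 note: 0% = DMSO-treated cells and 100% = gossypol-treated cells at 36 µM; higher means less SRC3-driven luciferase light from the GAL4 reporter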
# TWEAK Fn14 block: inhibitors of TWEAK-Fn14 interaction signaling; actives 2% (n = 360,000); inhibition, % at 10 µM; TWEAK-stimulated Fn14 reporter cells, luciferase luminescence, 8 h; AID 1159606; in the data active = inhibition above about 50%
# NCOA2 inhibitor: human SRC2 (NCOA2) inhibition | Q15596 | HEK293 GAL4-SRC2 luciferase reporter, luminescence | inhibition, % at 9 µM | actives 0.17% (n = 370,000);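 active = inhibition above the mean inhibition of all tested compounds plus 3 SD, set per campaign, cut at about 52% in these data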;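 note: 0% = DMSO treated cells and 100% = cells given Gossypol at 36 µM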
# LMP1 NFkB inh: reduces LMP1-driven NF-kappaB luciferase signal; LMP1-induced NF-kappaB luciferase reporter cells, luminescence; inhibition, % at 12.5 µM; actives 0.69% (n = 350,000); AID 504558; in the data active = inhibition above about 41%;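 note: 0% = neutral control wells and 100% = reference inhibitor control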
# NOD2-RIPK2 inh: blocks binding of human NOD2 to RIPK2 | O43353 | CHO BLA complementation NOD2-RIPK2, CCF4 ratio | inhibition, % at 4.98 µM | actives 0.38% (n = 360,000) | AID 624267; in the data active = inhibition above about 21%;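 note: 0% = vehicle only and 100% = reference blocker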
# TRAIL sens C8: sensitizes caspase-8 expressing cells to TRAIL; NB7+C8 cells + TRAIL, ATPlite viability luminescence; actives 1% (n = 360,000); inhibition (viability loss, TRAIL sensitization), % at 10 µM;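 active = compounds causing at least 50% loss of cell viability in the single-dose screen, relative to plate controls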
# NR5A2 inv ag: inverse agonists of human LRH-1 (NR5A2); inhibition, % at 3.6 µM; actives 0.13% (n = 360,000); HEK293T StAR-luciferase reporter, LRH-1 transfected, 24 h; O00482;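 active = inhibition above the mean inhibition of all tested compounds plus 3 SD, cut at about 73% in these data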;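 note: 0% = DMSO wells and 100% = reporter-only cells lacking LRH-1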
# Target sequence (O00482 whole entry, looked up): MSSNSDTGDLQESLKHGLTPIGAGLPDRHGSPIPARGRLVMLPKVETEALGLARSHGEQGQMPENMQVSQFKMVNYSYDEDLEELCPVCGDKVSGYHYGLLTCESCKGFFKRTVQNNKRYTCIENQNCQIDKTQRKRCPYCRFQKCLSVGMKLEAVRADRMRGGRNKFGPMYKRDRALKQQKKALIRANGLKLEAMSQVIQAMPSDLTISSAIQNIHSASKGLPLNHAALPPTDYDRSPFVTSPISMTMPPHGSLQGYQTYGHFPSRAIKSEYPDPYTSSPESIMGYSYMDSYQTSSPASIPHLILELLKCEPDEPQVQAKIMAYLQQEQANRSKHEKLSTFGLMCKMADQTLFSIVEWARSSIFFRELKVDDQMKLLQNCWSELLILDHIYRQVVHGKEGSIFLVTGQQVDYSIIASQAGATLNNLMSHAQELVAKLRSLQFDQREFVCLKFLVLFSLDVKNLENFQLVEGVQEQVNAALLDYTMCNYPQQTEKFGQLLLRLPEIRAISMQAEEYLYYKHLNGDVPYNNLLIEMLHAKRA
# * marks the source's active call; other numbers are inactive results; . = no result given. Only part of the results is shown; the hit share may differ from the screen's.
SMILES,NR2F2 inh,TLR9-MyD88 block,TROY signal inh,NCOA1 inh,SRC3 inh,TWEAK Fn14 block,NCOA2 inhibitor,LMP1 NFkB inh,NOD2-RIPK2 inh,TRAIL sens C8,NR5A2 inv ag
C/C(O)=C(\C#N)c1nc2ccccc2[nH]1,8,-9,21,7,9,9,3,1,0,-29,-20
Cc1ccc(Cn2c(N3CCN(CCO)CC3)nc3c2c(=O)n(C)c(=O)n3C)cc1,8,3,-6,-7,-2,14,-26,-6,-3,1,-11
COc1ccc(C(C(=O)c2ccccc2)c2ccccc2)cc1 (stereo unspecified),-12,.,.,.,.,.,13,.,-12,-4,22
Cc1ccnc2nc(C(=O)OCC(=O)N(C)C3CCCCC3)nn12,-23,1,0,-2,-5,1,-19,0,5,-26,6
O=C(c1cccc(F)c1)N1CCN(S(=O)(=O)Cc2ccccc2)CC1,0,7,-8,5,-6,-3,-9,-10,7,12,5
CCOc1ccc2[nH]c(=O)c(CN(CCO)C(=O)c3ccc(OC)c(OC)c3)cc2c1,-1,-4,1,-1,23,-4,-27,11,-11,1,11
Cc1cccc(NC(=O)CCN2CCCC(C)C2)c1 (stereo unspecified),-5,-9,40,8,-4,14,-10,-10,5,-2,5
CCOC(=O)c1c(NC(=O)CSc2ncccn2)sc2c1CCN(Cc1ccccc1)C2,12,-4,24,-4,18,26,-6,9,-2,21,0
CSc1ncccc1C(=O)OCC(=O)c1cc(C)n(C)c1C,-49,5,-72,-103,-49,1,-67,-23,0,25,-148
CN(C)C(/C=C/Nc1ccc(Br)cc1)=C(C#N)C#N,9,-6,-7,-14,0,-16,-6,-10,-9,1,5
Cc1ccc(CNC(=O)c2ccc(N3CCC4(CC3)CC(c3ccccc3)=NO4)c(NC(=O)c3ccccc3)c2)cc1,5,0,7,-2,-8,-15,-11,10,8,-5,2
CN(/N=C/c1c[nH]c2ccccc12)c1cnn(-c2ccc(F)c(Cl)c2)c(=O)c1Cl,10,-4,-8,-22,12,8,-20,-12,0,3,-3
Cc1ccc(NC(=O)COC(=O)c2ccc(F)cc2Cl)c(Br)c1,2,-7,-8,-25,-27,2,-1,-1,2,3,7
CNc1cncc(C(=O)O)c1,-10,5,-24,5,-2,4,-7,-11,-3,16,2
COC(=O)c1ccc(Cn2nnc3c(=O)[nH]c(C4CCCN(S(=O)(=O)c5ccc(C)cc5)C4)nc32)cc1 (stereo unspecified),2,6,3,-13,18,4,27,-12,-13,4,-6
Cc1cc(C)cc(OCC(=O)NC(C)c2ccccc2)c1 (stereo unspecified),-9,1,8,6,-14,20,7,-2,-1,-4,21
CCn1cc(C(=O)O)c(=O)c2cc(F)c(N3CCN(C(=S)NC(=O)c4ccc(Br)cc4)CC3)cc21,4,.,22,-14,15,-35,-2,-7,-4,10,-8
CCN(c1ccccc1)S(=O)(=O)c1ccc(OC)c(NC(=O)CNCCc2ccccc2)c1,11,-4,40,13,10,17,-3,13,-3,7,-4
Cc1ccc(S(=O)(=O)N(C)c2nonc2C)cc1,21,-3,-21,-14,-4,18,-14,2,-6,8,8
COc1ccc(NC(=S)N2CCN(Cc3ccccc3)CC2)c(OC)c1,-11,-1,13,6,11,1,5,-4,-5,-6,13
O=C(N/N=C/c1cccnc1)C(O)c1ccccc1 (stereo unspecified),7,6,-2,-5,5,2,-4,-4,-5,15,-2
CCc1nnc(NC(=O)COc2ccc([N+](=O)[O-])cc2)s1,4,-1,-1,16,-1,1,-20,-13,-12,-2,1
CCC(C)NCCC(=O)Nc1ccc(Cl)c(S(=O)(=O)Nc2ccc(Cl)cc2)c1 (stereo unspecified),-10,7,-2,-2,10,15,5,4,2,-3,-11
Cc1cc(C)cc(N(CC(=O)NCc2ccco2)S(=O)(=O)c2ccccc2)c1,2,1,20,-13,7,7,-16,-8,-16,-1,1

# Four entries from above in a different format:
structure: Cc1cc(C)cc(OCC(=O)NC(C)c2ccccc2)c1 (stereo unspecified)
  NR2F2 inh: -9 | TLR9-MyD88 block: 1 | TROY signal inh: 8 | NCOA1 inh: 6 | SRC3 inh: -14 | TWEAK Fn14 block: 20 | NCOA2 inhibitor: 7 | LMP1 NFkB inh: -2 | NOD2-RIPK2 inh: -1 | TRAIL sens C8: -4 | NR5A2 inv ag: 21

structure: CCn1cc(C(=O)O)c(=O)c2cc(F)c(N3CCN(C(=S)NC(=O)c4ccc(Br)cc4)CC3)cc21
  NR2F2 inh: 4 | TLR9-MyD88 block: . | TROY signal inh: 22 | NCOA1 inh: -14 | SRC3 inh: 15 | TWEAK Fn14 block: -35 | NCOA2 inhibitor: -2 | LMP1 NFkB inh: -7 | NOD2-RIPK2 inh: -4 | TRAIL sens C8: 10 | NR5A2 inv ag: -8

structure: CCN(c1ccccc1)S(=O)(=O)c1ccc(OC)c(NC(=O)CNCCc2ccccc2)c1
  NR2F2 inh: 11 | TLR9-MyD88 block: -4 | TROY signal inh: 40 | NCOA1 inh: 13 | SRC3 inh: 10 | TWEAK Fn14 block: 17 | NCOA2 inhibitor: -3 | LMP1 NFkB inh: 13 | NOD2-RIPK2 inh: -3 | TRAIL sens C8: 7 | NR5A2 inv ag: -4

structure: Cc1ccc(S(=O)(=O)N(C)c2nonc2C)cc1
  NR2F2 inh: 21 | TLR9-MyD88 block: -3 | TROY signal inh: -21 | NCOA1 inh: -14 | SRC3 inh: -4 | TWEAK Fn14 block: 18 | NCOA2 inhibitor: -14 | LMP1 NFkB inh: 2 | NOD2-RIPK2 inh: -6 | TRAIL sens C8: 8 | NR5A2 inv ag: 8

# Next section.
SMILES,NR2F2 inh,TLR9-MyD88 block,TROY signal inh,NCOA1 inh,SRC3 inh,TWEAK Fn14 block,NCOA2 inhibitor,LMP1 NFkB inh,NOD2-RIPK2 inh,TRAIL sens C8,NR5A2 inv ag
C[C@@H]1CN([C@H](C)CO)C(=O)CCCn2cc(nn2)CO[C@H]1CN(C)C(=O)Nc1ccnc(N2CCOCC2)c1,-17,10,-4,-6,6,8,12,3,-7,3,-7
CC(C)(C)c1ccc(Cn2nnc3c(=O)[nH]c(C4CCCN(C(=O)c5cccs5)C4)nc32)cc1 (stereo unspecified),10,-8,14,-70,18,-4,8,-8,-9,-1,7
COc1ccc(-c2ccnc3c(Br)c(C)nn23)cc1,1,-12,-4,2,11,17,5,4,1,-25,10
COC(=O)[C@@]1(Cc2ccc(F)cc2)[C@H]2C(CC(=O)C(=O)N3CCCC3)C(=O)C[C@H]2CN1C(=O)c1ccccc1 (stereo partly specified),-3,.,-15,.,.,1,8,.,2,-5,28
CC(=O)Nc1ccc(SCC(=O)NCC2(N3CCCCC3)CCCCC2)cc1,-14,-5,0,-2,6,1,-6,-5,-9,-6,13
COc1ccc(S(=O)(=O)Nc2ccccc2C(=O)N2CCOCC2)cc1OC,5,-9,3,1,6,-15,-1,-6,10,-14,7
Cc1cc(C)cc(NS(=O)(=O)c2csc(C(N)=O)c2)c1,14,0,-7,-2,-5,16,26,-4,1,-9,9
CCN1CC2=C(OC(N)=C(C#N)C2c2cccs2)/C(=C/c2cccs2)C1 (stereo unspecified),1,1,-14,11,8,14,-15,-8,5,-18,23
Cc1cc(NC(=O)COC(=O)C(C)Oc2ccc(Cl)cc2Cl)no1 (stereo unspecified),-9,-5,3,8,8,8,-15,1,5,-7,0
Nc1nonc1-n1nnc(C(=O)N/N=C/c2cccc(Cl)c2)c1CSc1ccc(Cl)cc1,5,-4,12,3,-6,-21,22,3,2,-10,-23
O=C(CNC(=O)c1ccco1)OCc1ccc(C(=O)Oc2ccccc2)cc1,7,-2,-14,-13,-6,-2,2,-2,-3,2,4
O=C(NCc1ccccc1F)C1CCCN(C(=O)Nc2ccc(F)cc2)C1 (stereo unspecified),10,-4,20,-29,9,-11,23,-11,-5,5,7
CC(C)CCNC(=O)CNC(=S)N(Cc1ccccc1)Cc1cccnc1,-9,-5,-3,14,25,-11,-38,1,-2,0,14
CCOC(=O)CSc1nc(-c2ccccc2)nc2ccccc12,-12,3,-12,14,9,17,-4,-1,0,-16,-3
CN1CCN(CCCNC(=O)CCc2nnc3n(Cc4ccccc4Cl)c(=O)c4ccccc4n23)CC1,10,-2,-6,-5,-12,11,-55,4,-2,-8,-13
O=C(c1cc(Br)c(Br)s1)N1CCN(C/C=C/c2ccccc2)CC1,-24,-12,2,17,-11,-22,-18,-2,2,-6,19
Cc1csc(=O)n1CCC(=O)OCC(=O)N(CC(C)C)c1c(N)n(Cc2ccccc2)c(=O)[nH]c1=O,16,7,7,4,-7,3,5,7,0,-16,-3
COc1ccc(CS(=O)(=O)CC2(O)CCN(C(=O)c3cccc(C(F)(F)F)c3)CC2)cc1,10,-1,-6,8,23,5,22,-2,-4,-4,-4
CCC/C=C1/CCCOC(C(=O)NCCNCCO)(C(F)(F)F)C1 (stereo unspecified),-8,-1,-16,2,-1,-2,-1,-4,4,9,4
CC(NC(=O)c1ccc(CS(=O)(=O)c2ccc(Cl)cc2)o1)c1ccc2c(c1)OCCO2 (stereo unspecified),5,2,8,-28,23,7,16,2,14,-6,3
CC(=O)Nc1nonc1NC(=O)CSc1ncn[nH]1,5,1,-20,-28,5,-1,5,5,-6,-7,-1
Cc1c(Cl)cnc(NC(=O)COC(=O)c2cc3c(s2)CCC(C)C3)c1Cl (stereo unspecified),7,-1,1,7,-2,-8,-24,-15,-5,0,3
O=c1c2ccccc2nc(SCc2ccccc2Cl)n1Cc1ccccc1,-9,8,-20,0,21,3,-4,-8,-10,7,12
COc1ccccc1C(=O)Nc1ccc2c(c1)nc(CN1CCCCC1)n2C,-9,0,8,-4,19,17,-7,-5,6,-6,-19
CC(Oc1ccc(Br)cc1)C(=O)N1CCN(c2ccccn2)CC1 (stereo unspecified),-1,5,-10,-6,-3,12,-10,-4,-7,1,18
COCCNC(=O)/C(C#N)=C/c1c(N2CC(C)OC(C)C2)nc2ccccn2c1=O (stereo unspecified),-20,-1,-1,7,6,4,-8,-8,1,-7,3
COc1ccc(CCNC(=O)Cn2nc(C)c3c(C)n(-c4ccccc4)nc3c2=O)c(OC)c1,12,4,14,-6,-8,7,-14,8,-8,7,-5
COc1ccc([N+](=O)[O-])cc1C1NN=C(c2cccc3ccccc23)S1 (stereo unspecified),13,-11,-2,-4,9,6,-2,8,-6,0,14
